# Assay outcomes from PubChem BioAssay.
# RGS8-Gao reg: RGS8-Galphao binding modulators, primary screen, biochemical, multiplexed bead flow cytometry. Guanine nucleotide-binding protein G(o) subunit alpha (Homo sapiens), P09471. actives lie on both sides. response (percent of control binding), % at 10 µM. hit rate 0.34% among 220,000; in the data active = response below about 60% or above about 140%; inactive = in between;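 also: Galphao activated as the GDP aluminium fluoride complex binding bead-coupled RGS8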
# Target sequence (P09471 whole entry, looked up): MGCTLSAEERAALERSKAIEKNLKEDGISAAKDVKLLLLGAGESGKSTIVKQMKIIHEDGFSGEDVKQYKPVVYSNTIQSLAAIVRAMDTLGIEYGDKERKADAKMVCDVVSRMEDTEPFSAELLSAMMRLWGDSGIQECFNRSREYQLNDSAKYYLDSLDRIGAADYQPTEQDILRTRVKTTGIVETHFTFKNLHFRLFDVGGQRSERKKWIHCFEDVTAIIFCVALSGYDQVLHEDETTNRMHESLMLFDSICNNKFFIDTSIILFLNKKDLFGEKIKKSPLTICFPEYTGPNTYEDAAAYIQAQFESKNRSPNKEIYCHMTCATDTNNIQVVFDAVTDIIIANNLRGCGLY
# Bcl-2 Bim block: inhibitors of Bim-Bcl-2 binding, primary screen, biochemical, multiplexed, human Bcl-2 family; inhibition, % at 10 µM; AID 950, 2007; Apoptosis regulator Bcl-2 (Homo sapiens), P10415; Bead-based flow cytometry, Bim peptide-Bcl-2 binding; hit rate 0.06% among 190,000; in the data active = inhibition above about 40%; inconclusive = no clear call, values can overlap the other calls;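 also: 0% = no compound wells with probe peptide and 100% = reference peptide inhibitor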
# Target sequence (P10415 whole entry, looked up): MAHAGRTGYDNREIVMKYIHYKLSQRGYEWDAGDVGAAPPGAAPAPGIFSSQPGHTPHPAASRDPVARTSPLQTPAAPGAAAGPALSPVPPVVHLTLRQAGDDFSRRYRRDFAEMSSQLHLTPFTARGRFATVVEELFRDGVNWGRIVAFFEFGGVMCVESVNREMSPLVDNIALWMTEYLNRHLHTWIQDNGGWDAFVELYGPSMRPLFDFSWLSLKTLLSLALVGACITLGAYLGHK
# Bcl-B Bim block: inhibitors of Bim-Bcl-B binding, primary screen, biochemical, multiplexed, human Bcl-2 family; hit rate 0.073% among 190,000; Bcl-2-like protein 10 (Homo sapiens), Q9HD36; inhibition, % at 10 µM; AID 951, 2007; bead-based flow cytometry, Bim peptide-Bcl-B binding;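 also: 0% = tracer peptide without compound and 100% = reference inhibitor peptide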
# Target sequence (Q9HD36 whole entry, looked up): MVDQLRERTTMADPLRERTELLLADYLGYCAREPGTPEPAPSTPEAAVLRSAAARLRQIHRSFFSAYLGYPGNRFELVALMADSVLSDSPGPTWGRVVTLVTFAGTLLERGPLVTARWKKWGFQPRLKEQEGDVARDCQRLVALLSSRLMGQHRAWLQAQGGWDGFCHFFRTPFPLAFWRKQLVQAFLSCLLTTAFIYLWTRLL
# Bcl-XL Bim block: inhibitors of Bim-Bcl-XL binding, primary screen, biochemical, multiplexed, bead flow cytometry, human Bcl-XL; Bcl-2-like protein 1 (Homo sapiens), Q07817; inhibition, % at 10 µM; hit rate 0.04% among 190,000; Bim peptide-Bcl-XL binding, fluorescence
# RGS7-Gao: RGS7-Galphao binding modulators, primary screen, biochemical, multiplexed bead flow cytometry. Guanine nucleotide-binding protein G(o) subunit alpha (Homo sapiens), P09471. actives lie on both sides. binding response (% of control), % at 10 µM. hit rate 0.35% among 220,000. AID 1439, 2008; in the data active = binding response below about 49% or above about 150%; inconclusive = no clear call, values can overlap the other calls; inactive = in between;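 also: fluorescent Galphao held in activated GDP-AlF4 state binding bead-coupled RGS7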
# Mcl1 Bid PPI: Mcl-1/Bid binding inhibitors, primary screen, biochemical, TR-FRET, 1536-well; TR-FRET Mcl-1/Bid-Dy647 peptide binding; Induced myeloid leukemia cell differentiation protein Mcl-1 (Homo sapiens), Q07820; inhibition, % at 21.7 µM; hit rate 0.97% among 220,000; AID 1021, 2008;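 active = compounds that cut the binding signal by more than half at the single screening dose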;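 also: His-tagged Mcl-1 with europium anti-His antibody binding Bid BH3 peptide; 0% = Mcl-1 plus peptide wells and 100% = peptide-only wells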
# Bim-Mcl-1: inhibitors of Bim peptide binding to Mcl-1, primary screen, biochemical, bead-based flow cytometry, multiplex; Induced myeloid leukemia cell differentiation protein Mcl-1 (Homo sapiens), Q07820; Bim peptide-Mcl-1 binding; inhibition, % at 10 µM; hit rate 0.1% among 190,000;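 also: 0% = no compound tracer wells and 100% = peptide blocker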
# Bcl-W Bim block: inhibitors of Bim binding to Bcl-W, primary screen, biochemical, multiplexed, bead-based flow cytometry | hit rate 0.02% among 190,000 | AID 952, 2007 | inhibition, % at 10 µM | Bim peptide-Bcl-W binding;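 also: 0% = bound tracer without compound and 100% = peptide blocker; higher means less fluorescent Bim peptide bound to Bcl-W beads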
# Target sequence (Q92843 whole entry, looked up): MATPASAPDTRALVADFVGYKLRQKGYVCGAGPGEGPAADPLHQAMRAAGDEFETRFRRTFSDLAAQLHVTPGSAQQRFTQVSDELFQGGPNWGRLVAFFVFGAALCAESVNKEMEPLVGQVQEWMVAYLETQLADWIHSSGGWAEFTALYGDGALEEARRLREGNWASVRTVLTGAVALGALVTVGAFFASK
# Bfl-1 Bim block: inhibitors of Bim binding to Bfl-1, primary screen, biochemical, multiplexed, bead-based flow cytometry; Bcl-2-related protein A1 (Homo sapiens), Q16548; Bim-Bfl-1 binding inhibition; inhibition, % at 10 µM; hit rate 0.12% among 190,000;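 also: 0% = wells without compound plus tracer and 100% = blocker peptide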
# GSH fluor: compound fluorescence on glutathione beads, profiling panel, artefact control, biophysical, 488/530 nm, flow cytometry | hit rate 0.25% among 190,000 | GSH beads flow cytometry, compound fluorescence 488/530 nm; stronger effect = higher value | fluorescence (KMESF) at 10 µM; in the data active = fluorescence above about 89;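 also: glutathione beads carrying GST-tagged Bcl family fusion proteins plus one bare bead set; values are compound well signal with DMSO vehicle wells as background; inactives centre near 16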
# RGS4-Gao reg: modulators of RGS4 binding to Galphao, primary screen, biochemical, multiplexed bead flow cytometry | AID 1415, 2008 | Guanine nucleotide-binding protein G(o) subunit alpha (Homo sapiens), P09471 | hit rate 0.33% among 220,000 | binding response (% of control), % at 10 µM | actives lie on both sides; in the data active = binding response below about 49% or above about 150%; inactive = in between;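 also: fluorescent Galphao activated with aluminum fluoride binding bead-coupled RGS4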
# Active calls of the source: *; ? = inconclusive. Rule as the data show it, unless noted: active = inhibition above about 40%.
SMILES,RGS8-Gao reg,Bcl-2 Bim block,Bcl-B Bim block,Bcl-XL Bim block,RGS7-Gao,Mcl1 Bid PPI,Bim-Mcl-1,Bcl-W Bim block,Bfl-1 Bim block,GSH fluor,RGS4-Gao reg
CC(C)c1ccc(NC(=O)NC2CCN(CC(=O)Nc3cccc4ccccc34)CC2)cc1,98,-1,0,-2,92,-24,6,4,-9,8,97
COC(=O)C(C(=O)Nc1ncccn1)C1CCCCCC1 (configuration not stated),101,-8,-6,-10,101,-19,-3,-5,-8,13,98
O=C(CSc1nc2ccccc2c(=O)n1CC1CCCO1)NCc1ccc2c(c1)OCO2 (configuration not stated),101,-3,-5,-6,100,-4,-1,-3,-6,7,99
Cc1cc(C)n2nc(SCC(=O)Nc3c(C)nn(-c4ccccc4)c3C)nc2n1,101,-5,-6,-2,100,-15,1,2,-9,26,100
CC(=O)/C=C(\C)Nc1c(C)n(C)n(-c2ccccc2)c1=O,106,-1,-3,-2,109,-21,-1,0,3,11,105
COC(=O)c1[nH]c2cc(C)ccc2c1NC(=O)CN1CCc2cc(OC)c(OC)cc2C1,100,0,-1,-1,98,-11,2,0,-4,29,95
COc1ccc(CN2CCn3nc(C(=O)NC(C)C)cc3C2=O)cc1,99,-1,-2,0,104,-5,0,0,-5,12,100
O=C(CSc1ncnc2[nH]ncc12)Nc1cccc(Oc2ccccc2)c1,100,-3,-3,-2,?,-7,-2,-4,-1,14,98
Cc1cc(=O)oc(C)c1C(=O)Nc1cccc2ccccc12,92,-8,-6,-1,93,4,0,1,-11,39,89
COc1ccc(C(CC(=O)O)NC(=O)COc2ccccc2)cc1 (configuration not stated),95,-5,-7,-1,93,0,-3,-1,-9,14,96
CCN1CCN(S(=O)(=O)c2ccc(Oc3ccccc3OC)cc2)CC1,101,-4,-8,-9,?,-12,-3,-7,-5,15,100
CCc1ccccc1N1C[C@@]23C=C[C@@H](O2)C(C(=O)OCC(C)C)[C@H]3C1=O (some centres not stated),98,0,-4,-2,93,-17,-3,0,0,31,96
O=C(NC1CC1)C1=C[C@@H](c2ccc3c(c2)OCO3)C[C@@H](OCc2ccc(CO)cc2)O1,102,-2,-2,0,99,-2,4,2,-2,17,99
COC(=O)c1ccc(NC(=O)CN2CCN(c3ccc(Cl)cc3)CC2)cc1,103,-5,-2,-4,100,-36,-4,-2,-3,24,102
COc1ccc(CCNC(=O)COC(=O)c2cnc(C)cn2)cc1,91,1,0,0,91,-8,-2,2,1,19,92
Brc1ccc2nc3c(n2c1)CCCC3,103,0,2,-2,97,-62,-1,1,-3,9,99
CCOC(=O)CCSc1nc(C)c2cc(OC)ccc2n1,105,-2,-2,-3,106,5,-1,-2,-3,16,102
CCOC(=O)c1[nH]c(C)c(C(=O)NC(C)(C)C)c1C,101,-2,-3,0,103,-25,-2,-1,0,24,102
CC(=O)Nc1ccc([C@H]2[C@H](C)CC[C@H]3C(=O)N4[C@@H](CC[C@@H](C)[C@@H]4c4ccc(NC(C)=O)cc4)C(=O)N32)cc1,101,2,-6,-3,103,-14,-3,-1,1,17,102
CNC(=O)Nc1ccc(Cn2cc(C(F)(F)F)ccc2=O)cc1,101,-2,-2,1,105,-8,-3,3,2,14,102
COc1ccc(CN2CCOCC2)cc1Br,116,-2,-1,0,108,-3,3,0,0,14,107
CCNc1sc(S(C)(=O)=O)nc1S(=O)(=O)c1ccc(Cl)cc1,98,-4,-6,-5,99,-26,-3,-1,-4,17,97
O=C1c2ccccc2C(=O)N1CCCCN(C(=O)c1cc([N+](=O)[O-])cc([N+](=O)[O-])c1)c1ccc(Cl)cc1,71,3,-4,-3,89,0,-1,-1,0,5,91
COCCCNS(=O)(=O)c1ccc(OC)c(Cl)c1Cl,103,-7,-7,-2,98,12,-2,-1,-13,33,102
S=c1[nH]ncn1NCc1ccc(Cl)cc1Cl,98,-4,-9,-3,110,-23,0,5,5,11,101
Cc1ccc2[nH]c(=O)c(CN(Cc3ccco3)C(=O)N3CCOCC3)cc2c1,105,-2,-4,-1,103,-29,3,1,-3,26,103
Cc1cccc(C)c1N1C(=O)c2cccc([N+](=O)[O-])c2C1=O,110,2,0,0,104,2,0,0,1,8,106
O=C(CSc1nc2ccccc2c(=O)n1NC(=O)c1ccccc1)c1ccc(Cl)cc1,98,-2,0,-1,94,10,0,-3,-1,17,98
CCCS(=O)(=O)N1CCN(C(=O)c2ccco2)CC1,98,-1,1,-1,97,-24,3,0,0,9,101
CCOC(=O)c1cnc2c(Cl)cccc2c1NCCN(C)C,105,-7,-5,-6,103,3,-3,-4,-13,24,105
O=C(c1cnc2n(c1=O)CCS2)N1CCN(c2ccccc2F)CC1,107,-6,-5,-1,103,-1,1,3,-9,27,101
COc1ncccc1C(=O)N1CCCC(C(=O)c2cc(F)ccc2F)C1 (configuration not stated),101,-6,-4,0,103,1,-1,0,-4,9,108
CCCc1n[nH]c2c1C(=O)CC(C)(C)C2,110,-7,-8,5,107,-6,-1,2,-8,49,107
Fc1ccc(CNc2cnccn2)cc1,97,-5,-7,0,100,2,-1,1,-6,24,96
COc1c2ccc(C(=O)NCc3cc(C(F)(F)F)cc(C(F)(F)F)c3)cc2nn1C,99,-5,-4,-3,101,-26,0,0,-10,57,103
CCOc1cc(C(=S)N2CCOCC2)ccc1OS(=O)(=O)c1ccccc1[N+](=O)[O-],109,-10,-35,-12,110,-19,-14,-9,-5,7,103
CC(=O)c1ccc(OC(C)C)c(CN2CCCCC2)c1,101,-9,-9,-7,98,-1,-3,-6,-25,28,102
CCN(CC)S(=O)(=O)c1ccc(NC(=O)CSc2nnc(-c3ccc(F)cc3)o2)cc1,101,-12,-15,-11,97,8,-9,-5,-16,39,100
COc1cc(/C=N/NC(=O)CN(Cc2ccccc2)S(=O)(=O)c2ccc3c(c2)OCCO3)ccc1O,105,-1,-2,-2,103,-20,2,0,-12,11,101
Cc1ccc(N(CC(=O)NC(C)(C)C)C(=O)CS(=O)CC(=O)Nc2ccc(F)cc2)cc1 (configuration not stated),106,-1,-4,-2,101,-9,0,-1,-7,9,101
O=C(Nc1ccccc1C(=O)Nc1cccnc1)c1ccccc1,110,-1,3,1,108,-13,0,0,-4,20,99
CCC(C)N1CC(O)=C(c2nc3ccccc3[nH]2)C1=N (configuration not stated),97,-8,-6,-8,93,-25,-7,-4,-15,19,93
O=C(Nc1ncccc1Cl)c1ccc2c(c1)OCCO2,120,0,-6,-2,125,2,-3,-3,-6,15,125
Fc1cccc2sc(Nc3nc4cc5c(cc4s3)OCCO5)nc12,103,-3,-8,-8,102,-19,-3,-3,2,4,104
COc1ccc(C2CC(c3ccc(C)o3)=NN2C(C)=O)cc1 (configuration not stated),99,3,0,0,96,21,3,0,4,5,94
COc1ccc(OC)c(Nc2nc(C3CC3)nc3c2nnn3Cc2ccccc2)c1,102,-2,-2,-1,102,5,-2,-1,0,14,100
CCS(=O)(=O)NCCc1ccc(OC)c(OC)c1,101,-5,-7,-6,102,-3,-1,-1,-17,30,101
CCCCOC(=O)c1ccc(NC(=O)CSc2nnnn2C)cc1,98,1,-9,-3,98,-15,-2,-4,-7,12,95
O=C(COC(=O)c1n[nH]c2ccccc12)NC(=O)NCc1ccco1,101,-7,-8,-5,99,-11,-2,0,-4,10,101
Cc1cccc(NC(=O)N2CCC(NC(=O)c3ccco3)CC2)c1,104,-3,-2,-3,104,-5,0,0,-3,9,104
O=C(C1=NN(c2ccccc2)C2C(=O)N(c3ccccc3)C(=O)C12)c1ccccc1 (configuration not stated),99,15,7,17,102,-22,10,11,19,9,99
O=C(/C=C/c1ccc(OCc2cccc(Cl)c2)cc1)N1CCOCC1,103,2,-3,-1,105,5,-1,-2,-1,15,102
Cc1ccc(S(=O)(=O)NCC(=O)OCN2C(=O)c3ccccc3C2=O)cc1,100,0,4,5,104,-10,-2,3,5,49,99
COc1ccc(-c2ccc(CNCCCN3CCOCC3)o2)cc1Cl,100,-2,-1,-3,103,2,2,-1,-4,14,100
CC(C)C(=O)NCCSc1c[nH]c2ccccc12,101,-6,-8,-6,98,-43,-2,0,-11,20,98
O=[N+]([O-])c1ccccc1/C=N/Nc1nnc(-c2ccccc2)c(-c2ccccc2)n1,101,6,3,6,103,-3,3,5,8,13,101
COC(=O)c1ccc(NC(=O)CSc2nncc3ccc(OC)c(OC)c23)cc1,112,7,9,2,109,-23,1,0,10,6,104
CCNc1nc(N)nc(-c2cc(Cl)ccc2OC)n1,101,-5,-6,-9,100,-26,-3,-2,-9,34,102
CCN1CCN(CC(=O)Nc2ccc3c(c2)OCO3)C(=O)C1=O,102,-10,-5,0,96,-1,2,3,-9,18,100
CN1CCN(S(=O)(=O)c2ccc(NC(=S)NC(=O)C3CCCCC3)cc2)CC1,102,-4,-13,-2,100,-33,-4,-1,-7,15,102

# Continued.
SMILES,RGS8-Gao reg,Bcl-2 Bim block,Bcl-B Bim block,Bcl-XL Bim block,RGS7-Gao,Mcl1 Bid PPI,Bim-Mcl-1,Bcl-W Bim block,Bfl-1 Bim block,GSH fluor,RGS4-Gao reg
COc1cc(C2(O)CCCCC2C)cc(OC)c1OC (configuration not stated),105,-4,0,0,104,-19,-3,0,-4,7,102
COc1cccc(-n2c(=S)[nH]c3c(oc4ccccc43)c2=O)c1,101,-2,-27,-15,?,-39,-8,-4,-2,17,105
COC(=O)COc1ccc(Oc2cc(C)nc(SC)n2)nn1,101,-5,-8,-13,103,-35,0,2,-11,41,99
CCOC(=O)N1CCN(C(=O)c2ccc3c(c2)sc2nc(-c4ccccc4)cn23)CC1,102,-2,-1,-1,105,-22,1,5,-7,4,105
COC(=O)c1ccc(OCCN2CCCCCC2)cc1,102,0,2,-3,105,11,0,-4,3,15,103
CC(=O)Nc1ccc(NC(=O)CNS(=O)(=O)c2ccc(C)cc2)cc1,103,-5,-8,-10,101,-19,-8,-6,-3,30,103
CCOC(=O)C(Cc1ccc(O)cc1)NC(=O)CNC(=O)C1CCCN1C(=O)OC(C)(C)C (configuration not stated),101,2,7,-2,106,-51,33,-3,-2,11,103
CCN(CC)c1ccc(N=Cc2ccc([N+](=O)[O-])o2)cc1,71,12,17,9,56,-53,8,5,7,8,69

# Rows are unselected (roughly 1.8% active in at least one column).
